Screens from PubChem.
ELG1 repair inh: ELG1-dependent DNA repair inhibition; HEK293T ELG1-luciferase reporter, luminescence, 16 h; DNA damage induced by 5-fluorouridine; Potency, µM (highest dose often 46.1 µM), without a hit: top-dose activity change, negative = inhibition, usual class: inhibitors; 330,000 compounds, 2.3% hits; AID 504467; also: potency is read from the fitted curve at half-maximal effect; % is scaled to controls: 0 for no effect and ±100 for the full control effect; nearly all actives have a fitted effect of over 55% in size
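Cells (2,000 per well) received 5-fluorouridine plus test compound or DMSO and were incubated 16 hr at 37 °C, 5% CO2. Luciferase activity was read by luminescence 30 min after ONE-Glo addition; signal suppression marked inhibition of damage-induced ELG1 function.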
Tb PFK block: blocks T. brucei phosphofructokinase; O15648; AID 485367; T. brucei PFK, ADP-Glo luminescence; Potency, µM (top dose mostly 57.5 µM), for the others: at the highest dose activity, negative = inhibition, most hits filed as inhibitors; 330,000 compounds, 0.17% hits;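 also: potency is read from the fitted curve at half-maximal effect; 0% = uninhibited 1x PFK enzyme wells and -100% = no-enzyme wells; nearly all actives have a fitted effect of over 60% in size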
Target sequence (O15648 whole entry, looked up): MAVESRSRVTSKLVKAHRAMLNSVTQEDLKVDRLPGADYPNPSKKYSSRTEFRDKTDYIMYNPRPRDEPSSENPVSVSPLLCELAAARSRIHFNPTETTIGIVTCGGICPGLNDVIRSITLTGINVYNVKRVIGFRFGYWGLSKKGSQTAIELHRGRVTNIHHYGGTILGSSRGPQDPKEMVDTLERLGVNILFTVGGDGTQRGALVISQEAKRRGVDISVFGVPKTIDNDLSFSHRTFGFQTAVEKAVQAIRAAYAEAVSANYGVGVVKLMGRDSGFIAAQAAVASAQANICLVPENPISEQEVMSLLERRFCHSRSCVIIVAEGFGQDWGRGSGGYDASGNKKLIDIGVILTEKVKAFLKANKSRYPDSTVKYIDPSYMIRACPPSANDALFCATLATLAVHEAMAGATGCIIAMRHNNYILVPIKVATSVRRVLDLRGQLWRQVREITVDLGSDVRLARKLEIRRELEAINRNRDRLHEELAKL
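Compounds were pin-transferred as a titration series up to 57 uM into substrate buffer (0.5 mM F6P, 0.1 mM ATP, pH 8.0), then 1.25 nM PFK was added and reactions ran 45 min before ADP-Glo detection.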
TCR activator: activators of T cell receptors; primary human leukocytes, anti-CD3, IL-2 HTRF, 48 h; Potency, µM (highest dose often 9.22 µM), for the others: at the top dose activation of IL-2 secretion, hits mostly activators; 330,000 tested, under 10 active; AID 504894; also: % of control where 0% means no effect
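1) Mix primary human leukocytes, a-CD3 beads and compound. 2) Incubate 48 hr. 3) Add HTRF IL-2 reagents (a-IL-2-K, a-IL-2-d2).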
Chronic BCR inh: blocks chronic active B-cell receptor signaling. Potency, µM (top dose mostly 46.1 µM), for the others: top-dose ratio change, negative = lower green/red ratio, hits mostly inhibitors. 340,000 compounds, 0.05% hits. ABC-DLBCL IkBa-CBG/CBR reporter, luminescence ratio, 4 h; active = well fitted inhibition curve with a large enough effect in the signal ratio, with a control signal flat, not every such curve was filed as active; inconclusive = small, poorly fitted or top-dose-only effect, or effect the other way, or a change in a side signal; the % refers to the signal ratio;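 also: potency is read from the fitted curve at half-maximal effect; plate controls were basal doxycycline-induced cells for no effect and cells given 10 µM MG132 for full effect; MG132 reads +100%, hits lower the ratio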
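TMD8 ABC-DLBCL cells carrying doxycycline-inducible green luciferase fused to IkappaBalpha plus unfused red luciferase were exposed to compounds (up to 46 uM) for 4 hrs at 37C. Activity came from the overlap-corrected green/red luminescence ratio.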
TSG101-PTAP inh: blocks PTAP/TSG101 interaction to inhibit HIV-1 budding. Fluorescence polarization, FITC-PTAP peptide / Tsg101 binding. Potency, µM (highest dose often 115 µM), for inactives: top-dose activity change, negative = inhibition, usual class: inhibitors. 340,000 tested, under 10 active. AID 493005; active = well fitted inhibition curve with a large enough effect in the main read-out, with a control signal flat, not every such curve was filed as active; inconclusive = small, poorly fitted or top-dose-only effect, or effect the other way, or a change in a side signal; inactive = no such curve, though single readings can be large or run the other way; also: potency is read from the fitted curve at half-maximal effect; % of control where 0% means no effect
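Compounds were pin-transferred onto Tsg101 binding domain (10 uM final) in HEPES pH 7.5 buffer, then FITC-PTAP peptide was added at 50 nM final. After 20 min at RT, polarization reported peptide displacement across a qHTS concentration series.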
TSHR antagonist: human thyrotropin receptor antagonism; P16473; TSHR-expressing cells, TSH-stimulated cAMP HTRF, 2 h; stronger effect = lower value; activity change, negative = inhibition, % at 11.5 µM; 330,000 compounds, 0.2% hits; AID 504810;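 active = activity change below a set negative limit, meaning inhibition stronger than a set level, cut at about -70% in these data; inconclusive = activity change between two set negative limits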; also: % is scaled to controls: 0 for no effect and ±100 for the full control effect
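Read-out is FRET at 665 nm (cryptate excitation 337 nm) from a cryptate-tagged anti-cAMP antibody, competed by cell cAMP against cAMP-d2. Compounds are tested on freshly harvested TSHR cells challenged with 4nM TSH (EC80) for 2 hours at 37 deg C.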
Eya2 phos inh: Eya2 (human) phosphatase inhibition | O00167 | AID 488837 | recombinant Eya2, OMFP fluorescence dephosphorylation (OMFP is methylfluorescein phosphate) | Potency, µM (titrated, usually from 76.9 µM), without a hit: at the top dose activity, negative = inhibition, hits mostly inhibitors | 330,000 compounds, 0.006% hits; also: potency is read from the fitted curve at half-maximal effect; % is scaled to controls: 0 for no effect and ±100 for the full control effect
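Eya2 (0.2 uM) preincubated 10 min at ambient with compound, then OMFP substrate added at 50 uM; 10 min reaction in 50 mM HEPES pH 7.5, 50 mM NaCl, 5 uM MgCl2, 0.05% BSA, 1 mM DTT. Fluorescence read at Ex 485/Em 525 nm.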
USP2a block: blocks human ubiquitin-specific protease USP2a; O75604; USP2 core, Ub-CHOP2 coupled fluorogenic reporter, 485/531; Potency, µM (doses to about 38.3 µM), for inactives: at the top dose activity change, negative = inhibition, most hits filed as inhibitors; 330,000 compounds, 0.01% hits; AID 463254;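 also: potency is read from the fitted curve at half-maximal effect; plate controls were DMSO wells for no effect and full inhibition by NEM control for full effect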
Target sequence (O75604 whole entry, looked up): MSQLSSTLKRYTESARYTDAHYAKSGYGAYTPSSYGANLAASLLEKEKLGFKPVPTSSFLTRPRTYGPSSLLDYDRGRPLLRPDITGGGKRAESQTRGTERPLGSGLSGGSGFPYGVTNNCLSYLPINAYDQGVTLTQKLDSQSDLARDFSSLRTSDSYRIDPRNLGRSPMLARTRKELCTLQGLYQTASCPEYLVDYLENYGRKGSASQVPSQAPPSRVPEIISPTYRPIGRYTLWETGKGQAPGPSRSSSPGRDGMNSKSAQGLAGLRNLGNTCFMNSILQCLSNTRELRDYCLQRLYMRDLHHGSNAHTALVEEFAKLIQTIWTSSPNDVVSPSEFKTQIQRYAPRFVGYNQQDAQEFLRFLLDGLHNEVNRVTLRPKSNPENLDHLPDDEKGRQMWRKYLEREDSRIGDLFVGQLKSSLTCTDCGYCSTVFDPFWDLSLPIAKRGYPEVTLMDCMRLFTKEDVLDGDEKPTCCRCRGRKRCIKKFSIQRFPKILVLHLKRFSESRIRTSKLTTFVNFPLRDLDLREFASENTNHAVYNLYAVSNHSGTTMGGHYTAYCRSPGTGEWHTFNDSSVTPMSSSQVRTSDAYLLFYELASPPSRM
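Cell-free coupled assay: 10nM USP2 core preincubated 30min RT with compound in Tris-HCl pH 8.0/CaCl2/CHAPS buffer, then 25nM Ub-CHOP2 and 25nM reporter substrate; fluorescence (Ex 485/Em 531) read after 60min RT, normalized to NEM inhibition, concentration-response curves fitted.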
Mito fusion yeast: blocks mitochondrial division or promotes mitochondrial fusion. S. cerevisiae fusion-defective mutant growth rescue, CellTiterGlo 48 h. Potency, µM (highest dose often 46.1 µM), for the others: at the highest dose growth rescue (activation), usual class: activators. 320,000 compounds, 0.23% hits;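 also: potency is read from the fitted curve at half-maximal effect; % of control where 0% means no effect; nearly all actives have a fitted effect of over 45% in size; temperature-sensitive fusion mutants such as fzo1-1 at 37 °C on non-fermentable ethanol glycerol medium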
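Read-out: ATP-based luminescence (CellTiterGlo, 10 min ambient) reporting growth of fusion-defective ts yeast after 48 hours at 37C on glycerol/ethanol YPEG medium in the presence of compound.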
uPA generation: inhibitors of cell surface uPA generation; AID 540303; cell surface uPA generation assay, qHTS; 330,000 compounds, 0.31% hits; Potency, µM (top dose mostly 38.3 µM), without a hit: top-dose activity change, negative = inhibition, actives largely listed as inhibitors; active = well fitted inhibition curve with a large enough effect; inconclusive = small, poorly fitted or top-dose-only effect; inactive = no such curve, though single readings can be large or run the other way; tested in mouse RAW 264.7 cells; also: potency is read from the fitted curve at half-maximal effect; % is scaled to controls: 0 for no effect and ±100 for the full control effect; nearly all actives have a fitted effect of over 55% in size
B2AR arrestin: recruits beta-arrestin to the human beta2-adrenergic receptor; beta-arrestin recruitment to beta2AR, cell-based reporter; AID 492947; Potency, µM (top dose mostly 46.1 µM), for inactives: at the highest dose activation, usual class: activators; 330,000 compounds, 0.02% hits;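 also: potency is read from the fitted curve at half-maximal effect; 0% = DMSO controls and full agonism = EC100 isoproterenol or metaproterenol; nearly all actives have a fitted effect of over 65% in size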
Starred values were filed as active, the others as inactive; u = inconclusive; x = no result given; [ ] = another dose, or the depositor's remark. Unless noted, calls follow the shape of the dose curve; as a rule, active = well fitted curve in the direction sought with a large enough effect; inconclusive = small, poorly fitted or top-dose-only effect, or another doubt; inactive = no such curve, though single readings can be large; an effect the other way counts as inactive or inconclusive.

SMILES	ELG1 repair inh	Tb PFK block	TCR activator	Chronic BCR inh	TSG101-PTAP inh	TSHR antagonist	Eya2 phos inh	USP2a block	Mito fusion yeast	uPA generation	B2AR arrestin
O=C(O)c1ccc2ncc(NC(=O)c3ccc(F)cc3)c(=O)n2c1	u	1%	3%	u	-2%	4	2%	0%	1%	-1%	-0.1%
COCCN1C(=O)C(=O)/C(=C(/O)c2ccc(S(=O)(=O)N3CCOCC3)cc2)C1c1ccc(OC)c(OC)c1 (configuration not stated)	12%	-1%	-5%	1%	-1%	18	11%	-2%	-1%	6%	0.4%
COc1ccc(-n2c(SCC(=O)c3ccc[nH]3)nnc2-c2ccccc2)cc1	-1%	-1%	2%[46.1 µM]	1%	-2%	4	-1%	5%	-2%	3%	0.0%
CCOC(=O)/C(C#N)=C\c1ccc(CC)s1	u	-4%	2%	u	0%	25	-8%	0%	-3%	0%	-0.3%
O=C(c1ccccc1)N1N=C(C(F)(F)F)CC1(O)c1ccccc1O (configuration not stated)	15%	3%	x	u	0%	4	5%	-1%	3%	-16%	2.2%
O=C(N/N=C(\c1ccccc1)c1ccccn1)c1ccccc1Cl	u	0%	x	u	-3%	-3	-14%	2%	-6%	9%	-0.8%
O=[N+]([O-])c1ccc(C[n+]2cc(-c3ccccc3)n3c2CCCCC3)cc1	7%	-9%	-2%	8%	-1%	15	6%	-3%	1%	-2%	0.5%
O=S(=O)(c1ccccc1)N1CCN(CCO)CC1	17%	2%	-3%	8%	-5%	4	6%	0%	0%	-3%	-0.3%
Cc1ccc(NC(=O)COC(=O)c2nn(-c3ccc(Cl)cc3)cc2O)cc1	u	2%	-2%	-1%	2%	0	-5%	-1%	x	0%	-0.2%
Cc1ccc(CNS(=O)(=O)c2ccc(C(F)(F)F)cc2)n1C	0%	-7%	-3%	4%	0%	-5	u	0%	2%	-5%	-0.3%
c1ccc2c(c1)nnn2Cc1nnc2sc(-c3ccncc3)nn12	u	-8%	3%	3%	-8%	27	1%	2%	3%	x	-0.2%
Cc1nc(Sc2ccc(Cl)cc2)c(C#N)c(C)c1[N+](=O)[O-]	u	1%	-2%	0%	-2%	7	-18%	2%	2%	-6%	0.1%
CCN(CC(=O)NCc1ccc(Cl)cc1)C(=O)/C=C/c1ccco1	16%	-4%	-8%	-5%	-1%	2	8%	2%	4%	-14%	0.3%
Cc1ccc(-c2nn(-c3ccc(F)cc3)cc2C(=O)N(C)CC(=O)Nc2ccc(N3CCOCC3)cc2)cc1	u	17%	-7%	-4%	0%	0	8%	1%	8%	7%	-1.0%
CC12CCC(C(=O)NCc3ccccc3Cl)(OC1=O)C2(C)C (configuration not stated)	15%	2%	10%	-1%	2%	-3	9%	2%	2%	5%	-0.9%
CCC(C)(C)n1nnnc1C(c1cc(OC)ccc1OC)N1CCN(Cc2ccccc2)CC1 (configuration not stated)	-7%	0%	-1%	2%	0%	10	0%	2%	1%	3%	-0.8%
CC1=C/C(=C\c2ccc(Br)o2)C(=O)O1	13%	u	2%[46.1 µM]	0%	-4%	-3	10%	5%	0%	8%	-0.2%
CSc1nc2ccc(NC(=O)CSc3nnc(N)s3)cc2s1	u	-3%	12%	u	-4%	-10	-8%	3%	1%	-6%	-0.4%
Cc1sc(NC(=O)CSc2nnc(C)c(=O)[nH]2)c(C#N)c1C	-27%	-1%	9%	7%	-9%	-12	12%	0%	-1%	1%	-0.2%
O=C(Nc1ccccc1)c1ccsc1	21%	-13%	-3%[46.1 µM]	-1%	-8%	15	2%	2%	0%	-1%	-0.8%
CC#CCCCC(=O)Nc1cc(OC)nc(OC)n1	9%	-4%	0%	u	-3%	8	9%	1%	-1%	1%	-0.2%
CCC1(C)Cc2c(C#N)c(N)n(-c3ccccc3)c(=O)c2CO1 (configuration not stated)	-1%	-13%	3%	4%	-1%	0	-22%	1%	-3%	x	-0.2%
O=C(O)c1ccc(C(=O)C(=O)c2ccccc2)cc1	-2%	-4%	-7%	10%	-3%	-31	2%	6%	7%	1%	-0.1%
Cc1csc(NC(=O)CSc2nc(=O)cc(N)n2-c2ccc(F)cc2)n1	0%	-2%	2%	u	-8%	-4	-1%	2%	-3%	-5%	0.0%
COC(=O)Cn1c2ccccc2c2nc3ccccc3nc21	15%	-4%	x	8%	-1%	9	-4%	1%	6%	-4%	0.1%

Further results
SMILES	ELG1 repair inh	Tb PFK block	TCR activator	Chronic BCR inh	TSG101-PTAP inh	TSHR antagonist	Eya2 phos inh	USP2a block	Mito fusion yeast	uPA generation	B2AR arrestin
CCC(=O)NC(Nc1ccccn1)(C(=O)OC)C(F)(F)F (configuration not stated)	1%	-2%	-2%	4%	-3%	-7	7%	3%	-7%	2%	-2.3%
Cc1sc2ncn(CC(=O)N(C)C3CCCCC3)c(=O)c2c1C	7%	20%	-18%	-9%	-5%	-8	16%	-6%	0%	2%	-0.3%
CCOC(=O)CCC(NC(=O)CCCC(=O)NC(CCC(=O)OCC)C(=O)OCC)C(=O)OCC (configuration not stated)	-5%	1%	-1%[46.1 µM]	5%	0%	19	-2%	3%	2%	3%	u
Cc1ccsc1/C=C(\C#N)C(=O)Nc1c(C)n(C)n(-c2ccccc2)c1=O	-3%	-2%	0%[46.1 µM]	-3%	-2%	-9	-6%	11%	-1%	-1%	-0.9%
CCOC(=O)CSc1nc2ccccc2n1CC(=O)NC(C)(C)C	14%	0%	x	6%	x	3	-2%	3%	-1%	12%	-0.2%
CC(C)CCNC(=O)C1CCCN(S(=O)(=O)c2ccc(-n3cnnn3)cc2)C1 (configuration not stated)	11%	2%	0%	-13%	12%	16	-2%	-1%	3%	-5%	0.3%
CCN(CC(=O)Nc1ccccc1C(F)(F)F)C(=O)c1ccc2c(=O)n3c(nc2c1)CCC3	3%	-17%	2%	1%	-3%	12	26%	-2%	-2%	-16%	-0.3%
O=C(O)CCC(=O)OC1CC2CCC1C2 (configuration not stated)	0%	1%	4%	4%	-4%	3	-1%	1%	-3%	3%	0.3%
Cc1ccccc1NC(=S)N(CCCN1CCCCC1)Cc1ccco1	4%	-1%	0%	-9%	2%	7	4%	-4%	-3%	-1%	-0.6%
CCOc1cc(CNC(=O)CCCn2c(=O)c3cccn3c3cccnc32)cc(OCC)c1OCC	16µM*	-7%	5%	-2%	2%	53	-4%	3%	-2%	12%	0.2%
CCC1CCCCN1CCCNC(=O)c1csc2c1CCCCC2 (configuration not stated)	11%	1%	0%	-7%	0%	4	-1%	2%	-6%	3%	0.0%
COc1ccc(-c2nnc(SCC(=O)N3CCCCC3)o2)cc1	u	0%	0%	u	0%	x	-11%	1%	6%	-4%	-0.3%
C[C@H](NC(=O)C1CCN(C(=O)[C@H](Cc2ccccc2)NC(=O)OC(C)(C)C)CC1)C(=O)O	1%	u	-14%	1%	-6%	12	3%	3%	12%	0%	-0.3%
COc1ccc(/C=N/NC(=O)C(=O)N2CCCC2)cc1OC	4%	8%	-1%	0%	0%	2	-1%	0%	1%	-1%	-0.7%
CCN(CC(=O)NC1CCS(=O)(=O)C1)S(=O)(=O)c1cc(Br)ccc1Br (configuration not stated)	3%	-2%	-1%	0%	-5%	1	14%	1%	-6%	u	-0.9%
CN(C)C(CNC(=O)c1ccc2ccccc2n1)c1ccccc1 (configuration not stated)	9%	5%	8%	7%	0%	10	-3%	0%	-4%	x	0.5%
O=C(COC(=O)CCN1C(=O)c2ccccc2C1=O)Nc1ccc(S(=O)(=O)N2CCCC2)cc1	3%	0%	5%	-2%	-2%	3	-3%[15.4 µM]	3%	1%	1%	0.8%
COc1ccc(C)cc1S(=O)(=O)N(CC(=O)N1CCOCC1)Cc1ccccc1	-9%	-2%	-33%	u	-7%	-2	8%	2%	-1%	0%	0.0%
CCOC(=O)c1c(C)c(C(=O)Nc2ccc(F)cc2)c(C)n1C	2%	-1%	-8%	-9%	-2%	-8	11%	1%	6%	2%	0.3%
O=C(O)C1C(C(=O)Nc2ccc(Cl)cc2)C2C=CC1C21CC1 (configuration not stated)	-8%	-3%	-6%	u	-7%	18	-3%	0%	0%	x	0.1%
